Source: PubChem BioAssay (several laboratories)
CHRM4 antagonist – antagonists of human muscarinic M4 receptor (CHRM4). inhibition, % at 3 µM. 360,000 tested, 0.73% active. CHO-hM4 cells, ACh EC80, Fluo-8 calcium fluorescence. P08173;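 active = inhibition above its plate's cutoff, the mean inhibition of sample wells plus 3 SD, cut at about 27% in these data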;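 note: 0% = acetylcholine EC80 with DMSO and 100% = DMSO without agonist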
Target sequence (P08173 whole entry, looked up): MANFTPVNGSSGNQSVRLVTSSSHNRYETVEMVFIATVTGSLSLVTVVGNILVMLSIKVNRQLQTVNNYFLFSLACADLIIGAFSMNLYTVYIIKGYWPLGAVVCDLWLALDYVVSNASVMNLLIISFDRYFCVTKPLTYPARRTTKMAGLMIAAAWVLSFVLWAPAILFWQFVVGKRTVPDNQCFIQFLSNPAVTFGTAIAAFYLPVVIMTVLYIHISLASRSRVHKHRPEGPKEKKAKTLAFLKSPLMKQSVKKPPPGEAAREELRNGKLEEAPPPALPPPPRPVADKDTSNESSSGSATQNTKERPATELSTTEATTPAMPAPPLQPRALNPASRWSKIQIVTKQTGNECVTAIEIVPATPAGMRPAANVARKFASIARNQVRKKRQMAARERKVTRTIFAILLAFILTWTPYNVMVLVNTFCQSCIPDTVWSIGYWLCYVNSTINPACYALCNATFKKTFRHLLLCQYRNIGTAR
CHRM5 PAM – positive allosteric modulators of human muscarinic M5 receptor; P08912; CHO-K1 hM5, Fluo-8 calcium, ACh EC20 PAM; 0% = ACh EC20, 100% = ACh EC100; activation, % at 3 µM; 360,000 tested, 0.3% active; AID 624038;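 active = activation above the run cutoff, the mean activation of all test compounds plus 3 SD, cut at about 18% in these data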
Target sequence (P08912 whole entry, looked up): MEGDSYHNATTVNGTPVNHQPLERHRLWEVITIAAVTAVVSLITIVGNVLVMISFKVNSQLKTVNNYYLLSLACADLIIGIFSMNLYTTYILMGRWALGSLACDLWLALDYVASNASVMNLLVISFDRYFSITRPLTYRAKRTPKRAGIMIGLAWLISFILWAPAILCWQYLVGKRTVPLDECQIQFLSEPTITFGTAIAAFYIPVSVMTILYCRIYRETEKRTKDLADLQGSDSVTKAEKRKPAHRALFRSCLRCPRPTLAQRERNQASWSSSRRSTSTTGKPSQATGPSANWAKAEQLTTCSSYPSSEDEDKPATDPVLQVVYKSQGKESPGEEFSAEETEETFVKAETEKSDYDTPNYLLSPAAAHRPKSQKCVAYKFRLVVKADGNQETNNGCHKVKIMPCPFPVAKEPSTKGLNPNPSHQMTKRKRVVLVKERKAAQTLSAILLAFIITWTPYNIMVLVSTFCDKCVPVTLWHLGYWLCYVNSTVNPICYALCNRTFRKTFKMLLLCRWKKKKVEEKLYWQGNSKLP
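system = human M5 receptor in CHO-K1 cells | compound = one concentration, 3 µM final (nominal) | schedule = Post-acetylcholine fluorescence recording 140 s | signal = Fluo-8 calcium dye fluorescence, kinetic read | benchmarks = low control EC20 acetylcholine (0%), high control EC100 acetylcholine (100%) | repeats = singlicate, one well per test compound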
CHRM4 agonist – agonists of human muscarinic M4 receptor (CHRM4); CHO-K1 hM4/Gqi5, Fluo-8 calcium fluorescence; vehicle 0%, full acetylcholine response 100%; P08173; activation, % at 3 µM; AID 624127; 360,000 tested, 0.14% active;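 active = activation above the run mean over all test wells plus 3 SD, cut at about 32% in these data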;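 note: peak over basal fluorescence ratio per well then scaled between controls; 0% = DMSO wells and 100% = acetylcholine at EC100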
M5 antag – blocks acetylcholine activation of human M5 receptor; P08912; CHO-hM5 cells, Fluo-8 calcium fluorescence, ACh EC80; inhibition, % at 3 µM; 360,000 tested, 0.59% active;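 active = inhibition above a per-plate cutoff, the mean of that plate's test compounds plus 3 SD, cut at about 27% in these data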;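 note: 0% = acetylcholine EC80 with DMSO and 100% = DMSO without agonist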
M4 PAM – positive allosteric modulators of human muscarinic M4 receptor; P08173; CHO-K1 hM4/Gqi5, Fluo-8 calcium fluorescence, ACh EC20; 0% = ACh EC20, 100% = maximal ACh; activation, % at 3 µM; 360,000 tested, 0.4% active;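 active = activation above its plate's cutoff, the mean activation of sample wells plus 3 SD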; note: some results filed as inactive read as strong as hits
M1 PAM – human CHRM1 positive allosteric modulation. CHO-K1 hM1, Fluo-8 calcium fluorescence, ACh EC20; 0% = ACh EC20, 100% = maximal ACh. activation, % at 3 µM. P11229. 360,000 tested, 0.088% active. AID 588819; in the data active = activation above about 19%, passing the limit was not always enough
CRFR2-BP ag – CRF-BP/CRF-R2 complex agonism; HEK293 CRF-R2/CRF-BP, calcium dye fluorescence (FLIPR); percent of saturating CRF peptide response; activation, % at 13.2 µM; 350,000 tested, 0.46% active;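 active = activation of at least 50%, plus an integration ratio under a set limit after plate pattern correction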;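 note: plate controls were neutral control wells without compound for no effect and CRF at EC100 for full effect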
M5 ag – agonists of human muscarinic M5 receptor (CHRM5) | P08912 | CHO-K1 hM5 cells, Fluo-8 calcium fluorescence; 0% DMSO wells, 100% maximal acetylcholine response | activation, % at 3 µM | 360,000 tested, 0.19% active;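 active = activation above the run's mean over test compounds plus 3 SD, cut at about 23% in these data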;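 note: signal is peak over basal fluorescence ratio across the kinetic read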
CRFBP-R2 block – CRF-BP/CRF-R2 complex antagonism; HEK293 CRF-R2/CRF-BP, CRF-induced calcium fluorescence; 350,000 tested, 0.59% active; inhibition, % at 11.8 µM;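 active = inhibition of the ligand-induced calcium signal above about 50% at the single tested concentration, limit read from the data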
The depositor's hits bear a star; / = not tested or not shown.

SMILES | CHRM4 antagonist | CHRM5 PAM | CHRM4 agonist | M5 antag | M4 PAM | M1 PAM | CRFR2-BP ag | M5 ag | CRFBP-R2 block
Cc1c(CCOC(=O)c2ccccc2)sc[n+]1CC(=O)c1ccc(Br)cc1 | 28* | -18 | 1 | 28* | -16 | -32 | -0.7 | -6 | -16
CN1CCN(C(=O)c2cc3ccccc3oc2=O)CC1 | -12 | 6 | 1 | 6 | 7 | 3 | -0.2 | -3 | 5
C/C(=N\NC(=O)c1cccc(S(=O)(=O)N2CCOCC2)c1)c1ccc(C#N)cc1 | -4 | -3 | 4 | -3 | 4 | -5 | 1.7 | -3 | 2
O=C(OC(c1ccc(NS(=O)(=O)c2ccccc2)cc1)(C(F)(F)F)C(F)(F)F)c1ccccc1 | -9 | -16 | -1 | 2 | -10 | -11 | 8.3 | -7 | -13
CCc1cccc(CC)c1NC(=S)NCCc1c(C)[nH]c2ccc(C)cc12 | -19 | 4 | -3 | 0 | 6 | 17 | -0.2 | 3 | -30
CCOC(=O)c1nnn(-c2nonc2-c2ccccc2)c1C | 3 | 2 | 0 | 1 | 8 | 4 | -1.9 | -5 | 1
CCCCOc1ccccc1C1NC(=O)NC(C)=C1C(=O)OCc1ccco1 (configuration not stated) | 0 | 1 | 2 | 3 | 0 | -2 | 0.2 | -3 | -36
COc1ccc(CCNC(=O)COC(=O)c2cnc(C)cn2)cc1 | 4 | 4 | 0 | 0 | -4 | 5 | 0.2 | -1 | 0
O=C(Oc1cccc2cccnc12)c1ccco1 | 11 | -3 | 0 | 9 | -9 | 7 | -0.7 | 1 | 13
COC1CCN(Cc2c(C(=O)N3CCN(C4CCCCC4)CC3)nc3ccccn23)CC1 | -13 | 11 | 6 | -20 | -3 | -1 | 4.4 | 2 | -9
CCn1c(CCCc2ccc(OC)c(C)c2)n[nH]c1=S | -3 | -11 | 6 | 16 | 0 | 2 | -1.4 | 7 | -7
CSCC[C@H](NC(=O)N1CCn2c1nc1ccccc12)C(=O)N[C@@H](C(=O)O)c1ccccc1 | -16 | 2 | 0 | -3 | 17 | 6 | 0.5 | 1 | 0
Cc1ccc(-c2cc(C(=O)Nc3ccc(S(=O)(=O)Nc4ncccn4)cc3)[nH]n2)c(O)c1C | -2 | 6 | 0 | -1 | 8 | 12 | -0.4 | 8 | -10
CCOC(=O)c1cnc(-n2nc(C)cc2C)nc1Nc1ccc(OC)cc1 | 6 | -2 | -1 | 4 | 18 | 3 | 0.0 | 0 | 6
S=C(Nc1ccccc1Cl)NC1CC2CCCC(C1)N2C1CC1 (configuration not stated) | -3 | -11 | 2 | -5 | -4 | -13 | 0.7 | -10 | -7

Structural class: those above containing a furan ring, fused or not.
SMILES | CHRM4 antagonist | CHRM5 PAM | CHRM4 agonist | M5 antag | M4 PAM | M1 PAM | CRFR2-BP ag | M5 ag | CRFBP-R2 block
CCCCOc1ccccc1C1NC(=O)NC(C)=C1C(=O)OCc1ccco1 (configuration not stated) | 0 | 1 | 2 | 3 | 0 | -2 | 0.2 | -3 | -36
O=C(Oc1cccc2cccnc12)c1ccco1 | 11 | -3 | 0 | 9 | -9 | 7 | -0.7 | 1 | 13

Next part
SMILES | CHRM4 antagonist | CHRM5 PAM | CHRM4 agonist | M5 antag | M4 PAM | M1 PAM | CRFR2-BP ag | M5 ag | CRFBP-R2 block
O=C(CCc1nnc(CCC2CCCCC2)o1)NCCc1cccnc1 | -9 | -1 | 3 | -5 | 0 | 5 | -1.5 | 2 | 0
NS(=O)(=O)c1ccc2nc(NC(=O)c3ccc4c(c3)OCCO4)sc2c1 | -9 | -3 | 3 | 2 | 1 | 6 | 0.8 | -5 | -2
O=C(CN1C(=O)NC2(CCOc3ccccc32)C1=O)c1ccc(F)cc1 (configuration not stated) | -7 | -3 | 4 | -9 | -4 | 3 | 1.0 | 5 | -6
c1ccc(COc2cncc(-c3cccnc3)c2)cc1 | -4 | 9 | 4 | -5 | 3 | 6 | -0.2 | -3 | -3
Cc1csc(SCc2ccccc2C(=O)O)n1 | -1 | 5 | 1 | 2 | 0 | 3 | 0.1 | -4 | 10
COc1ccc(Cn2nnnc2CN2CCN(c3ccc(OC)cc3)CC2)cc1 | 8 | -16 | 17 | 12 | -8 | -10 | -1.6 | 0 | 19
Fc1ccc(-c2ccc(Nc3cccc(F)c3)nn2)cc1 | -7 | -10 | 5 | 5 | -2 | 6 | -0.2 | -4 | -8
O=C(O)CCc1ccc(-c2cccs2)o1 | -7 | 1 | 1 | -6 | -4 | 2 | 0.7 | 3 | 7
CC(C)C(c1nnnn1Cc1cccs1)N1CCN(c2ccccc2)CC1 (configuration not stated) | 8 | -1 | 0 | 1 | 1 | 2 | -1.3 | -8 | -7
O=C(NNC(=O)C1C2CCCCC21)c1coc(=O)c(Br)c1 (configuration not stated) | 13 | -15 | 17 | 14 | -9 | -5 | 6.4 | 0 | 28
O=C(NCCc1c[nH]c2ccccc12)Nc1cccc2ccccc12 | -6 | -16 | 6 | 0 | -3 | -3 | -0.1 | -11 | 5
COc1ccc(NC(=O)C2Cc3c(-c4cccc(F)c4)ccnc3O2)cc1 (configuration not stated) | 0 | 3 | 3 | 2 | 2 | 3 | / | 0 | /
CC(C)NC(=O)CN(C(=O)CCC(=O)Nc1nccs1)c1ccc(C(C)C)cc1 | -10 | 0 | 1 | -15 | -2 | 10 | 3.8 | 1 | -2
CCOCCOc1nc(C)cc(C)c1S(=O)(=O)c1ccccc1C | -4 | 6 | -1 | -13 | 2 | 12 | -1.6 | -4 | -5
Cc1ccc(CNc2cc(C(=O)O)ccc2Cl)s1 | 3 | 6 | 0 | 5 | 0 | 4 | 4.4 | -4 | 15

One compound at a time, as listed above:
Entry for CC(C)NC(=O)CN(C(=O)CCC(=O)Nc1nccs1)c1ccc(C(C)C)cc1 → CHRM4 antagonist: -10; CHRM5 PAM: 0; CHRM4 agonist: 1; M5 antag: -15; M4 PAM: -2; M1 PAM: 10; CRFR2-BP ag: 3.8; M5 ag: 1; CRFBP-R2 block: -2
Entry for c1ccc(COc2cncc(-c3cccnc3)c2)cc1 → CHRM4 antagonist: -4; CHRM5 PAM: 9; CHRM4 agonist: 4; M5 antag: -5; M4 PAM: 3; M1 PAM: 6; CRFR2-BP ag: -0.2; M5 ag: -3; CRFBP-R2 block: -3

Next section.
SMILES | CHRM4 antagonist | CHRM5 PAM | CHRM4 agonist | M5 antag | M4 PAM | M1 PAM | CRFR2-BP ag | M5 ag | CRFBP-R2 block
Cc1ccc(C)c(N2CCN(c3ncccc3[N+](=O)[O-])CC2)c1 | -7 | -1 | -2 | 0 | 4 | 2 | 0.5 | -5 | -2
CN(C)/C=C/C(=O)c1cccc(Oc2ncccn2)c1 | 5 | -5 | 4 | 4 | -3 | 1 | -1.3 | -2 | 9
O=C(CCc1ccc(S(=O)(=O)N2CCOCC2)cc1)NCCCN1CCCC1=O | 8 | 4 | 1 | 1 | -3 | 5 | -0.2 | -1 | -3
CN(C)c1ncnc2c1ncn2[C@H]1CN(Cc2ccc(-c3ccccc3)cc2)C[C@@H](CO)O1 | 6 | -2 | 5 | 3 | 1 | 0 | / | 1 | /
COc1cc(/C=N/N=C2/C(=O)Nc3ccccc32)ccc1O | -10 | 3 | 1 | -3 | 2 | 4 | -0.9 | -1 | 9
Cc1cc(C)n2nc(CNS(=O)(=O)c3cccc([N+](=O)[O-])c3)nc2n1 | 1 | -3 | 0 | 13 | 1 | 3 | -1.8 | -4 | 7
CCOc1ccc(-c2cc(N3C(=O)Nc4ccccc4N3O)on2)cc1 | -4 | 4 | -1 | -5 | 10 | 10 | 0.8 | -3 | 8
Cc1cccc(Cn2c(N(C)CCO)nc3c2c(=O)[nH]c(=O)n3C)c1 | -4 | 3 | 0 | -7 | -1 | 7 | 0.0 | 0 | -2
COc1ccc(CSc2nnnn2-c2ccc(C(=O)O)cc2)cc1 | 6 | -5 | 0 | 2 | -11 | 1 | -0.1 | -3 | 9
Fc1ccc(-c2cn3cc(C(F)(F)F)cc(Cl)c3n2)cc1 | -13 | -4 | -2 | 5 | 16 | -1 | 2.5 | -1 | 2
CC(C)NC(=O)c1cc(C2CCCCN2C(=O)OCCF)on1 (configuration not stated) | -2 | 4 | 1 | 10 | 5 | 0 | / | 2 | /
CC(=O)Nc1ccc(OCC(=O)c2ccc(C)cc2C)cc1 | 2 | 3 | 3 | 0 | -3 | 4 | 5.4 | 3 | 8
O=C(NCc1cccc(F)c1)c1noc2c1CCCC2 | -7 | -2 | 0 | 6 | 8 | 10 | 2.5 | -4 | -17
c1ccc(CCn2nnnc2CN2CCc3ccccc32)cc1 | 4 | -8 | 1 | -6 | -2 | 2 | 1.9 | -6 | 7
O=C(NCc1ccco1)C1CN(S(=O)(=O)c2ccccc2)CCN1S(=O)(=O)c1ccccc1 (configuration not stated) | -3 | -4 | 2 | -6 | -4 | 8 | -0.4 | 0 | -2
COc1ccc(Cl)cc1NC(=O)NC(C)C | -13 | 1 | 0 | 1 | -2 | 15 | -3.4 | -3 | 27
COc1ccc(OC)c(/C=N/NC(=S)NCCc2ccccc2)c1 | 1 | -1 | -2 | 0 | 1 | 7 | -0.6 | -7 | 8
CC(CCC(=O)NN)C1CCC2C3CCC4CC(O)CCC4(C)C3CCC12C (configuration not stated) | -6 | 4 | 0 | 9 | 3 | 6 | 0.4 | 0 | -20
CN(C)C(=O)Nc1ccccc1CC[N+](=O)[O-] | -11 | 0 | 0 | -4 | 10 | 5 | -0.8 | -4 | 2
CCc1[nH]c(=O)c(C#N)c2c1CCCC2 | -1 | -2 | 0 | 6 | 3 | -4 | 4.5 | 2 | -6
CC(C)[C@H](NC(=O)[C@@H]1Cc2c([nH]c3ccccc23)C2c3ccccc3C(=O)N21)C(=O)NCC1CCCO1 (some centres not stated) | -11 | -1 | 5 | 5 | 3 | 11 | 2.8 | 1 | -7
O=S(=O)(NC1CC2CCC1C2)c1ccc(Br)cc1 (configuration not stated) | -12 | 5 | 0 | -7 | -3 | -1 | -0.7 | -9 | -12
COc1cccc(/C=C(/C#N)c2ccc(Cl)cc2)c1OCc1cccc(C(=O)O)c1 | 7 | -12 | 1 | -3 | -9 | 10 | -2.6 | -5 | 22
COc1ccccc1C(C)NS(=O)(=O)c1ccc(Cl)nc1 (configuration not stated) | -2 | -2 | 1 | 2 | 10 | 8 | -1.7 | -5 | 14
C=CCNC(=S)Nc1ccc(C)c(S(=O)(=O)N2CCCCC2)c1 | 5 | 6 | 5 | 0 | -7 | 4 | -1.7 | 4 | 3
CC1(C(=O)O)CCC(C(=O)NC2CCCCCC2)C1(C)C (configuration not stated) | -10 | -5 | 1 | 15 | 4 | 0 | -1.9 | 0 | 3
O=C(Cn1cc2c(n1)CCCCC2)NCc1ccccc1 | 6 | 1 | 2 | 2 | -1 | 4 | -2.9 | 1 | -16
Cc1ccc2nc(CSc3nnc(Nc4ccccc4F)s3)cc(=O)n2c1 | 5 | -8 | 14 | -1 | -18 | 1 | 1.1 | 1 | 8
CCS(=O)(=O)n1nc(-c2ccc(C)cc2)nc1N | -8 | 3 | 0 | 0 | 8 | 5 | 0.5 | -1 | 6
NC(=O)NCCCC(=O)OCC(=O)c1ccc2ccccc2c1 | -5 | 0 | 3 | -2 | 8 | 2 | -0.8 | 0 | 12
CC[n+]1c(/C=C/Nc2ccccc2)sc2ccccc21 | 1 | 9 | 1 | 0 | 10 | 12 | 1.1 | -1 | -1
CC1(C(=O)Nc2ccc3c(c2)OCCO3)CSCC(=O)N1CCCN1CCOCC1 (configuration not stated) | -8 | -2 | 0 | 14 | 9 | / | / | -1 | /
FC(F)(F)c1ccc(N2CCN(Cc3ccc4c(c3)OCO4)CC2)nc1 | 1 | -3 | 0 | 4 | -8 | -12 | 1.2 | -2 | -16
